# KOR beta-arrestin-1: kappa opioid receptor blockers – cell-based, luminescence, uHTS (AID 1778); KOR beta-arrestin recruitment, luminescence, antagonist mode; higher % means a stronger effect; one-dose inhibition, % at 10 µM; IC50 in µM for titrated hits; 290,000 compounds, 0.091% hits; in the data active means inhibition above about 50%; further: strong numbers were not always called active
# KOR beta-arrestin-2: kappa opioid receptor activators – cell-based, luminescence, uHTS, primary screen (AID 1777); one-dose activation, % at 10 µM; EC50 in µM for titrated hits; KOR beta-arrestin recruitment, luminescence; higher % means a stronger effect; 280,000 compounds, 0.02% hits; in the data active means activation above about 50%, passing the limit was not always enough; further: a part of the inactive calls stands beside numbers as strong as those of hits
# GPR55 LPI antagonism: inhibition of LPI-stimulated GPR55 beta-arrestin translocation – imaging, U2OS, beta-arrestin-GFP, LPI agonist, primary screen (AID 2013); U2OS GPR55 beta-arrestin-GFP translocation imaging, LPI antagonism; higher % means a stronger effect; inhibition, % at 10 µM, or IC50 in µM where a hit was titrated; 290,000 compounds, 0.13% hits;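 active means spots per cell inhibited over 60%, with over 100 cells counted and total cytoplasm intensity under 500,000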;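 further: U2OS cells stably carrying GPR55 and arrestin-GFP stimulated by 5 µM LPI near EC80; imaged beta-arrestin-GFP aggregate spots per cell after agonist stimulation; plate controls were LPI-stimulated DMSO wells for no effect and DMSO wells without LPI for full effect; some results filed as inactive read as strong as hits; confirmed hits need IC50 under 10 µM and bright autofluorescent wells are also inconclusive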
# NTR1 ag: agonists of NTR1, primary screen, imaging, U2OS cells, beta-arrestin-GFP, high content (AID 493036); P30989; NTR1-U2OS beta-arrestin-GFP spot imaging, agonist mode; activation, % at 20 µM; 330,000 compounds, 0.17% hits;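 active means activation at or above 40% of the spot to cytoplasm intensity ratio, with at least 20 cells analyzed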;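 further: 0% = DMSO without peptide and 100% = 100 nM NTR1 peptide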
# Target sequence (P30989 whole entry, looked up): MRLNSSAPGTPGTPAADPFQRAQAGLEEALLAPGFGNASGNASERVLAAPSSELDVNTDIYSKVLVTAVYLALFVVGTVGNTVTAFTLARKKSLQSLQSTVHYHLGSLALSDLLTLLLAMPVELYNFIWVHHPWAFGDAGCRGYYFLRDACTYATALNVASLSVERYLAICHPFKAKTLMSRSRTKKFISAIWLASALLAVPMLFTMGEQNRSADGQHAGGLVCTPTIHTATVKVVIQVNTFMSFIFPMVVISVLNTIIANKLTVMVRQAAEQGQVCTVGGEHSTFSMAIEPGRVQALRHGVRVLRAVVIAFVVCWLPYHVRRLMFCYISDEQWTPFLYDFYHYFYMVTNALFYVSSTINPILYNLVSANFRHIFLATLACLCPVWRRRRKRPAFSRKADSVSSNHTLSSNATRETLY
# GPR35 antagonists: GPR35 antagonists blocking zaprinast-driven arrestin recruitment, primary screen, imaging, U2OS, beta-arrestin-GFP, zaprinast agonist (AID 2058); 290,000 compounds, 0.052% hits; U2OS GPR35 beta-arrestin-GFP translocation imaging, zaprinast antagonism; higher % means a stronger effect; one-dose inhibition, % at 10 µM; IC50 in µM for titrated hits;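 active means inhibition of at least 50% with at least 30 cells and total cytoplasm GFP at most 10,000,000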
# GPR55 activation: selective activators of receptor GPR55 – imaging, U2OS cells, beta-arrestin-GFP redistribution, primary screen (AID 1961); U2OS GPR55 beta-arrestin-GFP redistribution imaging; higher % means a stronger effect; activation, % at 10 µM, or EC50 in µM where a hit was titrated; 290,000 compounds, 0.048% hits;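 active means activation above 40% with more than 50 cells counted in the well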;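 further: U2OS osteosarcoma cells stably expressing GPR55 and beta-arrestin-GFP; plate controls were DMSO negative control for no effect and LPI positive control for full effect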
# K1F lysis inhibition: protection from phage-mediated lysis, alamar blue read-out – E. coli UTI89, K1F phage, bacterial capsule biogenesis inhibitors (AID 488966). E. coli UTI89 K1F phage lysis, alamar blue, 2 h; higher % means a stronger effect. inhibition, % at 100 µM, or IC50 in µM where a hit was titrated. 340,000 compounds, 0.02% hits;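 active means phage lysis inhibition, versus mean bacterial control, above a set limit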;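 further: capsule biogenesis inhibitors block K1F phage lysis so surviving cells raise fluorescence; higher fluorescence means more inhibition of phage lysis; actives were called in the ten point dose series up to 300 µM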
# Rac1 GTP hydrolysis: MgcRacGAP GTPase-activating activity inhibitors, confirmation, biochemical, ADP Hunter fluorescence; MgcRacGAP-stimulated Rac1 GTP hydrolysis, ADP Hunter fluorescence; higher % means a stronger effect; GST-tagged Rac1 F28L mutant substrate; one-dose inhibition, % at 30 µM; IC50 in µM for titrated hits; 340,000 compounds, 0.6% hits; AID 624330;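 active means first-screen hits whose inhibition reached a set limit at any dose in the follow-up dose series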;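 further: fluorescence reports GDP produced by GAP-driven GTP hydrolysis; strong numbers were not always called active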
# NOD1 inhibition: inhibition of NOD1-driven NF-kB reporter – cell-based, luminescence, uHTS, primary screen (AID 1578). NOD1-driven NF-kB luciferase reporter cells, luminescence; higher % means a stronger effect. inhibition, % at 4 µM, or EC50 in µM where a hit was titrated. 290,000 compounds, 1% hits; in the data active means inhibition mostly above about 36%, no sharp cut-off; inactive means mostly below about 34%;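 further: HEK-293T reporter cells stimulated with the NOD1 agonist gamma-tri-DAP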
# NTR1 ag cell count 20 µM: further read-out of NTR1 ag, marked with its call; cell count; measured here: cell count, cytotoxicity flag
# Starred values were filed as active, the others as inactive; nt = no result given; [ ] = remark or other dose. Not all compounds are listed; the hit share may differ from the screen's.
SMILES,KOR beta-arrestin-1,KOR beta-arrestin-2,GPR55 LPI antagonism,NTR1 ag,NTR1 ag cell count 20 µM,GPR35 antagonists,GPR55 activation,K1F lysis inhibition,Rac1 GTP hydrolysis,NOD1 inhibition
CCOc1ccc(N=Cc2c(C)[nH]n(-c3nc4ccccc4[nH]3)c2=O)cc1,-5%,-2.5%,-11%,0.0,55,2%,-0.1%,4.1%,10%,-16%
CNC(=S)N1N=C(c2cccs2)CC1c1ccc(OC)cc1 (stereo not given),9%,-0.3%,-5%,-0.5,77,8%,-0.2%,0.0%,1%,6%
CN(Cc1cn(C)nc1-c1ccc(Oc2ccccc2)cc1)Cc1cnc2ccccn12,-8%,-2.7%,1%,5.3,52,-1%,0.6%,0.7%[50 µM],13%,24%
Cc1ccc(-n2[nH]c(C)c(CCC#N)c2=O)cc1,4%,-2.1%,10%,0.4,60,7%,-0.5%,1.0%[50 µM],12%,-29%
O=C1CN(C(=O)CSc2nc3ccccc3c(=O)n2CCCN2CCOCC2)c2ccccc2N1,18%,1.1%,14%,1.4,69,1%,-0.2%,1.7%[50 µM],12%,2%
Cc1nc(NC(=O)c2ccc3c(c2)OCCO3)ccc1Br,-35%,4.6%,1%,0.8,47,2%,-0.1%,5.0%[50 µM],4%,-14%
CC(CC1C(C#N)=C(N)SC(N)=C1C#N)c1ccccc1 (stereo not given),17%,5.2%,-6%,1.7,59,-9%,-0.2%,-0.2%,16%,27%
CSc1ccc(S(=O)(=O)N2CCN(Cc3ccc4c(c3)OCO4)CC2)cc1,18%,0.2%,1%,-0.5,59,8%,-0.1%,1.6%,6%,-35%
COc1ccc(-n2cnc3cc(C(=O)NC4CCCC4)ccc32)cc1,-12%,7.9%,0%,0.4,81,4%,0.8%,-0.3%,5%,-16%
COc1ccc(CN(C)C2c3ccccc3-c3ccccc32)cc1,-38%,-3.3%,-7%,1.3,47,-1%,-0.2%,0.1%,8%,-2%
CCOC(=O)Cc1nn(Cc2nc(-c3ccc(C)cc3)cs2)c(=O)c2ccccc12,-50%,1.4%,-12%,1.4,38,4%,0.2%,-2.3%,-12%,27%
O=C(Nc1cccc(NC(=O)c2cccs2)c1)c1ccc(Br)cc1,5%,-2.3%,11%,2.6,62,0%,-0.2%,1.3%,3%,-14%
CSc1cccc(CNC(=O)C2CCC(=O)N(CC3CCCCC3)C2)c1 (stereo not given),-25%,2.8%,-14%,0.8,50,23%,-0.1%,-0.1%,5%,-32%
C#CCOCCOCCOCCNc1nc(N2CCN(C(=O)[C@H]([C@@H](C)CC)n3cc([C@@H](N)Cc4ccc(O)cc4)nn3)CC2)nc(N2CCN(C(=O)[C@H](Cc3cc4ccccc4[nH]3)n3cc([C@@H](N)C(C)CC)nn3)CC2)n1 (stereo not given in full),20%,-1.8%,10%,-4.8,115,-14%,1.3%,nt,nt,-5%
NC(=S)N=Nc1c(O)n(CCCl)c2ccc(Br)cc12,18%,1.0%,5%,6.5,52,11%,0.8%,-0.2%[50 µM],12%,-6%
c1ccc(CCc2nn3c(C4COc5ccccc5O4)nnc3s2)cc1 (stereo not given),25%,1.8%,12%,0.9,42,11%,-0.1%,-0.3%,9%,nt
COCCCNC(=S)Nc1ccc(C)cc1,19%,2.3%,1%,0.1,70,-12%,-0.2%,-1.2%,1%,-2%
COCc1cc(=O)n2[nH]c(SCc3ccccc3)nc2n1,-80%,8.6%,4%,-1.0,47,6%,-0.1%,1.0%,9%,20%
Cn1nnnc1SCC(=O)Nc1ccccc1Br,-22%,5.9%,-2%,-0.4,59,8%,-0.1%,1.0%[50 µM],8%,-19%
Cc1ccc(-n2nnnc2SC(C)C(=O)Nc2ccccc2-c2ccccc2)cc1 (stereo not given),-11%,2.4%,-5%,-1.1,88,8%,-0.3%,4.6%,12%,-25%
O=[N+]([O-])c1ccc(Cl)c(CN2CCSCC2)c1,-32%,4.0%,9%,0.1,63,2%,-0.1%,1.4%,6%,-25%
O=P(/C(=N/O)Sc1ccccc1)(N1CCOCC1)N1CCOCC1,29%,-1.6%,-5%,1.0,65,13%,-0.1%,0.3%,6%,2%
CN(C)CCNc1nc2c(c(=O)[nH]c(=O)n2C)n1CCCc1ccccc1,4%,-2.5%,3%,-1.6,97,1%,-0.1%,-0.1%,12%,-10%
COCc1cc(=O)[nH]c2cc(NC(=O)C(F)(F)F)c(C)cc12,-8%,-2.9%,0%,-2.0,75,6%,0.3%,0.0%,9%,-78%
COc1cccc(CNC(=O)c2ccc(NC(=O)C3CCCO3)cc2)c1 (stereo not given),-12%,2.7%,-3%,-2.3,72,-2%,0.2%,1.9%,8%,-40%
COCc1c(Br)c(C)nc(OCC(=O)N/N=C/c2cc(C)n(-c3ccc([N+](=O)[O-])cc3)c2C)c1C#N,19%,-3.8%,6%,1.8,96,-2%,0.5%,0.0%,2%,-13%
COc1ccccc1CNC(=O)C1CCN(c2ncnc3c2nc2n3CCCCC2)CC1,22%,2.7%,-22%,0.8,54,27%,-0.1%,-4.0%,9%,0%
CCc1cccc2c(C(=O)CSc3nncn3-c3ccccc3OC)c[nH]c12,-46%,12%,-2%,3.3,55,-6%,-0.4%,3.6%[50 µM],-4%,6%
O=S(=O)(Nc1nc2ccccc2nc1NCc1ccco1)c1ccc(Cl)cc1,-37%,2.3%,2%,1.3,38,11%,-0.1%,0.7%,6%,69%
CC(=O)c1ccc(S(=O)(=O)Nc2cccc(-c3cn4c(n3)SCC4)c2)cc1,-34%,-0.7%,0%,1.2,62,22%,0.0%,0.1%,8%,7%
COc1ccc(CCN(C)C(=O)c2c(C)nn(CC(C)C)c2Cl)cc1OC,-7%,2.2%,9%,1.0,60,0%,0.0%,-0.1%,5%,-17%
COc1ccc(F)cc1C(=O)C1CCCN(Cc2ccc(Oc3ncccn3)cc2)C1 (stereo not given),5%[20 µM],-6.5%,0%,-1.7,85,8%,-0.1%,0.9%,6%,-24%
O=C(COc1ccccc1)NNc1nc2c(F)cc(F)cc2s1,-28%,-2.3%,-2%,0.5,40,-7%,-0.2%,-0.4%,-7%,-31%
CC(=O)N(CCC(Cc1ccccc1)c1ccco1)Cc1ccco1 (stereo not given),39%,-3.5%,11%,0.5,59,-8%,0.0%,0.0%,20%,-3%
O=C(CSc1ncccn1)N1CCCc2ccccc21,-14%,1.0%,-1%,1.3,42,1%,0.9%,0.0%,6%,-19%
CCOC(=O)N1CCN(C(=O)c2cnn3c(C(F)F)cc(-c4ccc(C)cc4)nc23)CC1,-10%,-1.6%,9%,2.3,46,-4%,-0.2%,0.1%,8%,-17%
C/C(N)=C(/C#N)C(=O)CSc1cc(C)c2ccccc2n1,6%,-0.8%,-2%,3.5,44,-2%,0.0%,0.7%,2%,-18%
CCCCN(C(=O)NC(=O)Nc1ccc(C)cn1)S(C)(=O)=O,-1%,-0.3%,1%,0.3,84,3%,-0.2%,0.2%,4%,3%
Cc1nnc(NC(=O)CSc2ccc3nnc(-c4cccnc4)n3n2)s1,6%,-4.3%,4%,-0.7,85,0%,0.5%,nt,nt,-23%
O=C(COc1ccccc1C(=O)O)Nc1nc2ccc([N+](=O)[O-])cc2s1,-8%,3.8%,-7%,8.3,54,-1%,-0.1%,0.1%,12%,15%

# Filtered by structure, the entries above with a nitro group on carbon
SMILES,KOR beta-arrestin-1,KOR beta-arrestin-2,GPR55 LPI antagonism,NTR1 ag,NTR1 ag cell count 20 µM,GPR35 antagonists,GPR55 activation,K1F lysis inhibition,Rac1 GTP hydrolysis,NOD1 inhibition
O=[N+]([O-])c1ccc(Cl)c(CN2CCSCC2)c1,-32%,4.0%,9%,0.1,63,2%,-0.1%,1.4%,6%,-25%
COCc1c(Br)c(C)nc(OCC(=O)N/N=C/c2cc(C)n(-c3ccc([N+](=O)[O-])cc3)c2C)c1C#N,19%,-3.8%,6%,1.8,96,-2%,0.5%,0.0%,2%,-13%
O=C(COc1ccccc1C(=O)O)Nc1nc2ccc([N+](=O)[O-])cc2s1,-8%,3.8%,-7%,8.3,54,-1%,-0.1%,0.1%,12%,15%

# Further structures follow:
SMILES,KOR beta-arrestin-1,KOR beta-arrestin-2,GPR55 LPI antagonism,NTR1 ag,NTR1 ag cell count 20 µM,GPR35 antagonists,GPR55 activation,K1F lysis inhibition,Rac1 GTP hydrolysis,NOD1 inhibition
CCN1C(=O)C(CC(=O)Nc2ccc(OC)cc2)N(CCCN2CCN(c3ccc(F)cc3)CC2)C1=S (stereo not given),7%,-7.4%,9%,4.0,63,-8%,-0.3%,1.0%,-5%,-48%
Cc1ccccc1NC(=O)COC(=O)CCc1ccccc1,-4%,1.9%,-2%,1.0,57,-7%,-0.4%,0.1%,4%,-38%
O=C(CC(c1ccccc1)c1cc(Cl)ccc1O)NCCN1CCOCC1 (stereo not given),-3%,1.4%,-5%,0.3,60,1%,-0.1%,0.0%,13%,-6%
CC1CCC(NCc2ccco2)CC1 (stereo not given),-40%,2.7%,0%,-2.4,58,2%,0.0%,1.3%,5%,1%
O=C(CSc1n[nH]c(-c2ccccc2Br)n1)NCCN1C(=O)CSC1=O,5%,-1.2%,0%,1.1,44,-7%,-0.2%,3.4%,2%,-10%
Cc1ccc(S(=O)(=O)N(C)CC(=O)Nc2ccc3c(c2)OCO3)cc1,-42%,-5.7%,7%,-0.5,51,-4%,0.3%,0.4%,5%,0%
CCN1C(=O)/C(=C\c2cccn2-c2ccc([N+](=O)[O-])cc2)N(CC)C1=S,20%,8.8%,10%,-0.7,78,2%,-0.1%,4.9%,8%,-24%
COc1ccc(CNS(=O)(=O)c2ccc(C3CNC(=O)C3)cc2)cc1 (stereo not given),11%,1.4%,4%,-0.7,58,12%,-0.1%,0.5%,6%,-28%
C=C1C(O)C[C@H]2C(=C)CCC3[C@H](OC(=O)[C@]3(O)CO)[C@@H]12 (stereo not given in full),-34%,0.3%,1%,-1.2,98,-2%,-0.2%,1.2%,8%,-14%
CC(C)(C)c1cc(C(F)(F)F)n2ncc(-c3ccccc3)c2n1,0%,-0.1%,17%,4.8,55,2%,0.2%,-2.5%,3%,-15%
CCOC(=O)C1=C(CSc2nc3ccccc3s2)NC(=O)NC1c1cc(C)ccc1C (stereo not given),-20%,0.2%,11%,11,51,10%,0.3%,0.6%,5%,45%
Cc1ccc(C(C(=O)NC(C)(C)C)N(C(=O)c2csnn2)C2CC2)cc1 (stereo not given),-6%,4.9%,-4%,1.2,94,-15%,-0.3%,1.4%,6%,-37%
COc1cccc(-c2csc(N3CCN(CC(=O)NNC(=O)c4ccco4)CC3)n2)c1,-36%[20 µM],nt,14%,0.5,36,9%,-0.1%,-0.1%,5%,-26%
Cc1ccc(CC2CC(=O)N(c3ncccn3)C2=O)cc1 (stereo not given),-1%,-2.5%,4%,-0.5,43,5%,-0.1%,2.4%,13%,1%
